KDM5B inh: inhibitors of human KDM5B histone demethylase; KDM5B demethylase, FDH-coupled NADH fluorescence (FDH is formaldehyde dehydrogenase); AID 1347165; Potency, µM (doses to about 57.7 µM), without a hit: at the highest dose activity change, negative = inhibition, usual class: inhibitors; 220,000 tested, 2.6% active; Q9UGL1; active = well fitted inhibition curve with a large enough effect; inconclusive = small, poorly fitted or top-dose-only effect; inactive = no such curve, though single readings can be large or run the other way; note: 0% is about no effect; nearly all actives have a fitted effect of over 70% in size
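Measured: NADH fluorescence change, 30 min, RT. System: KDM5BΔAP 200 nM final, H3K4me3 peptide, α-KG, Fe(II), ascorbate, NAD⁺ plus FDH, pH 7.5 HEPES. Compounds: titrated, 10 min pre-incubation with enzyme.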
Numbers without * were called inactive; ? = inconclusive; ! = a repeat was not active; [ ] = dose if it differs, or a comment. Potency is the fitted concentration of half-maximal effect.

SMILES	KDM5B inh
CCC(C)NC(=O)c1ccc(NC(=O)CC2SC(N3CCCCC3)=NC2=O)cc1 (configuration not stated)	19%
O=C(NC1CCCCC1)C1CN(C(=O)c2ccc3c(c2)OCO3)CC12CCOCC2 (configuration not stated)	2%
O=C(NCCc1ccccc1)c1ccc(CSc2nc3ccncc3n2Cc2ccc(F)cc2)cc1	-19%
COc1cccc([S+](=O)([O-])N2CCCC3(C2)C(=NC2CCCCC2)NC(=O)N3c2cc(F)cc(F)c2)c1 (configuration not stated)	2%[115 µM]
O=C1CC2CCN(Cc3c(F)cccc3Cl)CC2CCN1 (configuration not stated)	-21%[149 µM]
CC(=O)N1CCN(C(C(=O)O)c2c[nH]c3ccc(NC(=O)c4ccccc4)cc23)CC1 (configuration not stated)	8%
COc1ccc(-c2oc3ccc(OC)cc3c2C(=O)Nc2ccc(C(C)=O)cc2)cc1	41%[activator]
COc1ccc(-c2nnc(C[C@@H]3C[C@@H](C(C)C)[C@H](CN4CCN(CCO)CC4)C=C3C)o2)cc1	-4%
O=C(CCC[C@@H]1[C@H]2CCCN3CCC[C@@H](CN1C(=O)c1cccc(F)c1)[C@@H]23)NCC1CC1	5%
CC1(C)CC(=O)C=C(NCc2ccc(C(=O)O)cc2)C1	3%
COc1ccc(C(=O)Oc2c(Sc3ccccc3)c(C)nn2-c2ccccc2)cc1OC	?
Cc1cn2nc(C(=O)NCc3ccc(C(C)C)cc3)cc2c(N2CCSCC2)n1	14µM*
CCN(C(=O)Cn1ncc2c(=O)oc3ccc(C)cc3c21)c1cc(OC)ccc1OC	-10%
CCn1nc(C)c(CNC(=O)Nc2ccc(C)cc2C)c1C	-6%
CCCCCn1nc(C(=O)N(CCOC)c2c(N)n(CCCC)c(=O)[nH]c2=O)c2ccccc2c1=O	-9%
Cc1cc(C)n(CCc2nc3c4ccccc4nc(N4CCN(c5ccccc5F)CC4)n3n2)n1	-16%
CN(C)C[C@@H]1CN(Cc2ccccc2)C[C@H]1NC(=O)c1ccoc1	-10%
CCOC(=O)C1=C(C)NC(=O)NC1c1ccc([N+](=O)[O-])o1 (configuration not stated)	10%
CCOC(=O)c1[nH]c2ccccc2c1NC(=O)c1cc(Cl)ccc1Cl	?
COc1ccc(-c2noc(CNC(=O)c3cc(OC)c(OC)c(OC)c3)n2)cc1	10%
COc1ccc(Br)cc1S(=O)(=O)NCC(C)CN1CCCC1 (configuration not stated)	4%
COc1cc(OC)c(NC(=O)NCc2cccn2Cc2ccccc2)cc1Cl	-23%
O=C(O)c1ccc(CN2CCOC[C@H]2c2ncc(-c3ccc(Cl)s3)[nH]2)cc1	3%[86.2 µM]
N#Cc1cccc(NC(=O)C2CCCN2c2ncnc3ccccc23)c1 (configuration not stated)	15%
COCC1CN(C(C)=O)CC12CCN(C(=O)C1CC=CC1)CC2 (configuration not stated)	-15%
Cc1[nH]c2c(C(=O)N(C)C3CCS(=O)(=O)C3)cccc2c1C (configuration not stated)	5%
CCc1noc(-c2cn(C3CCN(C(=O)c4cc(Cl)ccc4F)C3)nn2)n1 (configuration not stated)	2%
Cn1c(=O)[nH]c(=O)c2c1nc(N1CCN(C/C=C/c3ccccc3)CC1)n2Cc1cccc(Cl)c1	-6%
COc1cc(CC(=O)N2Cc3[nH]cnc3CC2C(=O)O)cc(OC)c1OC (configuration not stated)	4%
Cc1nonc1CN1CCN(c2cc(C3CC(N)C3)nc(N)n2)CC1 (configuration not stated)	7%
O=C(Nc1ccc(Cl)cc1F)c1cc(S(=O)(=O)NCc2ccc3c(c2)OCO3)ccc1F	?
N#CC(C(=O)Nc1ccccc1Cl)C(=O)c1cccc(Cl)c1 (configuration not stated)	12%
COc1cc(NC(=O)CN2CCCN(Cc3cccc(F)c3)S2(=O)=O)cc(OC)c1	-7%
CCCCNC(=O)Cc1c(C)[nH]c2ccc(CC)cc12	-1%
Cc1noc(C)c1-c1cc2c(c(-c3ccc(CO)cc3)c1)C(=O)N(C)C2	11%[86.2 µM]
O=C(NCc1ccc2nonc2c1)C1NCCc2[nH]cnc21 (configuration not stated)	?
O=C(Nc1ccccc1)N1CC(Oc2cccc(-c3nc(-c4ccccc4)no3)c2)C1	?
COCCn1c(=O)n([C@H]2CCCN(C(=O)c3cnc(C)cn3)C2)c2ncccc21	11%
Cc1nc([C@@H]2CN(C(=O)C3CC3)C[C@H]2C(N)=O)n[nH]1	-4%
Cc1cc(C)cc(NC(=O)c2ccc3ccccc3n2)c1	-14%

Marked active in KDM5B inh (from the list above):
SMILES	KDM5B inh
Cc1cn2nc(C(=O)NCc3ccc(C(C)C)cc3)cc2c(N2CCSCC2)n1	14µM*

Five entries from above, arranged by the number in KDM5B inh, rising.
SMILES	KDM5B inh
CCCCNC(=O)Cc1c(C)[nH]c2ccc(CC)cc12	-1%
O=C(NC1CCCCC1)C1CN(C(=O)c2ccc3c(c2)OCO3)CC12CCOCC2 (configuration not stated)	2%
CC1(C)CC(=O)C=C(NCc2ccc(C(=O)O)cc2)C1	3%
O=C(CCC[C@@H]1[C@H]2CCCN3CCC[C@@H](CN1C(=O)c1cccc(F)c1)[C@@H]23)NCC1CC1	5%
CCOC(=O)C1=C(C)NC(=O)NC1c1ccc([N+](=O)[O-])o1 (configuration not stated)	10%

Other structures follow:
SMILES	KDM5B inh
COc1ccc(C(=O)Nc2ccc(-c3nc4ncccc4o3)cc2)cc1	?
CCOC(=O)c1ccc(N2C(=O)c3n[nH]c(C)c3C2c2ccc(Cl)cc2Cl)cc1 (configuration not stated)	11%
COC(=O)c1c(C)oc2ccc(N(C(=O)c3ccncc3)S(=O)(=O)c3ccc(OC)cc3)cc12	3%
CCOc1ccc(NC(c2ccc(Cl)cc2)c2nnc(-c3cccc(F)c3)o2)cc1 (configuration not stated)	19%
CN1CC(=O)N(c2ccccc2)Cc2c1ncnc2N1CCN(c2ccccn2)CC1	?
CCOC(=O)c1c(NC(=O)c2ccc(S(=O)(=O)N(CC(C)C)CC(C)C)cc2)sc2c1CCN(CC)C2	?
CCCc1cnc2c(c1SCC(=O)N(C)c1ccccc1)c(=O)n(C)c(=O)n2C	-13%
Cc1ccc(CNC(=O)c2cc3c(=O)oc4ccc(C)cc4c3s2)cc1	?
N#Cc1c(N)n[nH]c1CCCNc1ncnc2c1oc1ccccc12	-1%
CC(=O)Nc1ccc(S(=O)(=O)N2CCN3C(=O)CN(C)C(=O)C3C2)cc1 (configuration not stated)	-22%
O=C(Cc1n[nH]c(=O)c2ccccc12)NCC(=O)N1CCN(Cc2ccccc2)CC1	-3%
O=C(Nc1cccc(F)c1)N1Cc2[nH]cnc2C[C@H]1c1nc(-c2ccc(Cl)cc2)no1	7%
O=C(Cc1ccsc1)N1CCN(S(=O)(=O)c2cc(C(F)(F)F)cc(C(F)(F)F)c2)CC1	1%
CCN(Cc1ccccn1)C(=O)c1csc2nc(-c3cc(C)ccc3C)cn12	-20%
CN(CCCNC(=O)c1ccccc1)CC(F)(F)F	3%
O=C(Nc1ccc(Cc2ccncc2)cc1)Nc1ccc(Cl)c(Cl)c1	-1%
COCCCNC(=O)CSc1nc2ccccc2c(=O)n1Cc1ccco1	-9%
COc1ccc(CNC(=O)N2CCC3(CC2)CC(N(C(C)=O)C2CC2)CCO3)cc1 (configuration not stated)	-8%
O=C(C1CC1)N1CCC2(CC1)CC(N(Cc1ccccc1)C1CC1)CCO2 (configuration not stated)	4%
Cc1nc(-c2ccccc2OC2CN(C(=O)c3cccc4[nH]ccc34)C2)no1	28µM*
N#CCOc1ccc(NC(=O)c2cc(=O)[nH]c3ccccc23)cc1	?
CCc1ccc(O)c(C(=O)c2cnc3cc(-c4ccc(C)cc4)nn3c2)c1	-17%
CC(=O)Nc1cccc(C(C)NC(=O)Nc2ccc(Cl)cc2Cl)c1 (configuration not stated)	-11%
O=C(COc1ccccc1)N(Cc1cccnc1)c1nc2ccc(F)cc2s1	2%
Cc1ccc(CN(CCN(C)C)C(=O)c2cccc(C#N)c2)o1	5%
CCOC(=O)CC1CCCCN1C(=O)CCC1(Cc2ccc(F)cc2)CCC(=O)N1 (configuration not stated)	-18%
Cc1cc(C)c(Sc2ccccc2C(=O)O)c(C)c1	-6%
CCOC(=O)c1cc(Sc2ccccc2N)cc(C(=O)OCC)n1	9%
O=C(NCCc1ccncc1)C1CN(Cc2cccnc2)CC12CCOCC2 (configuration not stated)	?
CCn1ccc2c(OCC(=O)Nc3ccccc3C(F)(F)F)cccc2c1=O	?
COc1ccc(NC(=O)c2cnn(-c3ccc(C)cc3)c2-n2cccc2)cc1OC	8%
OCCn1cnc2cc(-c3n[nH]c(C4CCOC4)n3)ccc21 (configuration not stated)	23%
CCOc1ccc(OCC)c(Nc2nc3ccccc3n3nnnc23)c1	-15%
COc1ccc2cc(C(=O)N3CCC(Cc4ccc(C(=O)NC5CC5)cc4)CC3)[nH]c2c1	35µM*
COc1ccc(CN2C(=O)COC[C@H]2C(=O)Nc2ccc(Cl)cc2)c(OC)c1	-21%
CC(=O)c1cccc(/C=C/c2ccccc2)c1	-13%
Cc1noc([C@@H]2CC(F)(F)CN2C(=O)c2ncccc2F)n1	36%
CC(C)CN1C(=O)COC[C@@H]1[C@H](O)c1ccc(NC(=O)C2CCC2)cc1	15%[86.2 µM]
O=C1NC(=NC2CCCC2)C2(CCN(Cc3ccccc3)C2)N1c1cccnc1 (configuration not stated)	14%[115 µM]
O=C(c1csc(Cc2ccccc2)n1)N1CC[C@H](CO)[C@@H](O)C1	15%
COC(=O)c1cccc(NC(=S)N[C@@H]2C=C[C@@H](c3c(C)nn(-c4ccc(C(C)C)cc4)c3C)C2)c1	-18%
CCOC(=O)c1cnc2ccc(Cl)cc2c1Nc1ccc(OCC)cc1	-17%
Cc1ccc(C(=O)/C=C/c2ccc(Br)cc2F)o1	?
C[C@H]1[C@@H]2[C@@H](O)C([C@H](C)C(=O)NCc3ccc(F)cc3)CC[C@@]2(C)CC[C@@H]1NC(=O)c1ccccc1 (some centres not stated)	-9%
CCN(CCCNC(=O)c1cc(-c2cccnc2)nc2ccccc12)c1cccc(C)c1	14%
Cc1oc(-c2cccs2)nc1CC(=O)N(Cc1ccc2c(c1)OCO2)C1CCCC1	?
Cc1ccc(NC(=O)CCS(=O)(=O)c2ccc(Br)cc2)c(C)c1	-7%
CCOCCN1C(=O)NC(c2ccccc2)C2=C1COC2=O (configuration not stated)	-10%
O=C(CCn1ccn2nc3c(c2c1=O)CCCC3)NCCCc1ccccc1	13%
CCn1nc(C)c(CNC(=O)c2ccc(N3CC4CC(C3)[C@H]3CCCC(=O)N3C4)nc2)c1C (some centres not stated)	?
CCOc1nc2ccccc2nc1N1CCC(C(=O)NCc2ccccc2Cl)CC1	-19%
COc1ccccc1CNC(=O)CCCN1C(=O)CCn2nc(-c3cn(C)c4ccccc34)cc21	-17%
CCn1cc(CN2CCCCC2c2nc(CCOCC3CCOCC3)no2)cn1 (configuration not stated)	?
Cc1cccc(NC(=O)c2ccc[n+]([O-])c2)c1	0%
COc1cc(=O)n2c(c1C(=O)Nc1ccc(F)c(Cl)c1)CCCC2	-16%
C/C(=N\NC(=O)c1ccccc1C)c1ccc(C)cc1	2%
Cc1ccc(-c2nsc(NC(=O)c3oc4ccc(Cl)cc4c3C)n2)s1	15%
COc1ccccc1NC(=O)N1CCc2cc(OC)c(OC)cc2C1CNC(=O)C(C)C (configuration not stated)	6%
O=C(O)C/C(=C/c1ccc(OC(F)F)cc1)c1nc2ccccc2s1	?
CN(CC(=O)N1CCC(C)(c2noc(C3CC3)n2)CC1)S(=O)(=O)c1ccc2c(c1)oc(=O)n2C	6%

A run of entries from further up:
SMILES	KDM5B inh
CCOC(=O)c1cnc2ccc(Cl)cc2c1Nc1ccc(OCC)cc1	-17%
Cc1ccc(C(=O)/C=C/c2ccc(Br)cc2F)o1	?
C[C@H]1[C@@H]2[C@@H](O)C([C@H](C)C(=O)NCc3ccc(F)cc3)CC[C@@]2(C)CC[C@@H]1NC(=O)c1ccccc1 (some centres not stated)	-9%
CCN(CCCNC(=O)c1cc(-c2cccnc2)nc2ccccc12)c1cccc(C)c1	14%
Cc1oc(-c2cccs2)nc1CC(=O)N(Cc1ccc2c(c1)OCO2)C1CCCC1	?
Cc1ccc(NC(=O)CCS(=O)(=O)c2ccc(Br)cc2)c(C)c1	-7%
CCOCCN1C(=O)NC(c2ccccc2)C2=C1COC2=O (configuration not stated)	-10%

(list continues)
SMILES	KDM5B inh
COCC(=O)NC[C@H]1Cn2c(-c3ccc(Cl)cc3)cnc2CO1	12%[86.2 µM]
Cc1ccc(N/C=C/c2onc(C)c2[N+](=O)[O-])cc1	2%
O=C(CCC1CCCC1)Nc1ccc2c(c1)-c1ccccc1C2	7%
O=C(C1CC(=O)N(c2n[nH]c3ccccc23)C1)N1CCN(c2ccc(Cl)cc2)CC1 (configuration not stated)	7%
O=C(NCCc1ccc(Cl)cc1)c1nc(-c2cccnc2)c2ccccn12	?
COc1cccc(S(=O)(=O)N2CCC3(C2)C(=O)Nc2ccccc23)c1 (configuration not stated)	17%[115 µM]
Nc1ccccc1C(=O)NCC(F)(F)F	?
Fc1ccc(CN2CCn3c(nnc3C3CCCNC3)C2)cc1 (configuration not stated)	25µM*!
COCCCNc1nc(N)c([N+](=O)[O-])c(N2CCCCCC2)n1	0%
O=C(Nc1ccc2c(c1)OCCO2)C1CC(c2ccc(F)cc2)=NO1 (configuration not stated)	25%
Cc1nc(-c2ccccc2)c(-c2ccccc2)s1	2%
COc1ccc(CNC(=O)CCCN2C(=O)CCn3nc(-c4cn(C)c5ccccc45)cc32)cc1	?
CCC1CCc2c(sc(NC(=O)C(c3ccccc3)c3ccccc3)c2C#N)C1 (configuration not stated)	21%
Cc1ccc(/C=C/S(=O)(=O)NCC(=O)OCCO)cc1	-10%

This is a subset, so the mix of outcomes need not match the whole.
